14-3-3 PPI – alters human 14-3-3 gamma binding to Raf peptide; AID 422; FP, 14-3-3gamma / TMR-pS259-Raf peptide binding; inhibition, % at 40 µM; 0.19% of 160,000 active; P61981; in the data active = inhibition above about 30%;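 note: 0% = protein plus tracer without compound and 100% = blank with tracer alone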
Target sequence (P61981 whole entry, looked up): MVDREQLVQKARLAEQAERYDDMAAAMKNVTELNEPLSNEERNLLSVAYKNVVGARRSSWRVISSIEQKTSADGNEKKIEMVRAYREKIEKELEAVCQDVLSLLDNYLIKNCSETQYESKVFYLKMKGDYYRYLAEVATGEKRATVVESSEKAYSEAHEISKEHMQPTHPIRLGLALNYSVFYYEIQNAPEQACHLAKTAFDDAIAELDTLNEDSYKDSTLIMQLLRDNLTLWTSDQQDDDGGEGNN
Starred values were filed as active, the others as inactive; & = joins results of further samples. Only part of the results is shown. The share of hits here may be higher or lower than overall.

compound | 14-3-3 PPI
CCC(NS(=O)(=O)c1ccc(OC)cc1)C(=O)NC1CCCC(C)C1C (centres undefined) | -8
Cc1ccc(NC2=C(Cl)C(=O)N(c3cccc(C)c3C)C2=O)c(C)c1 | -20
O=C(Cc1ccccc1)Nc1sc2c(c1C(=O)Nc1cccc3ccccc13)CCCC2 | -5
Cc1ccc(-c2cc(C(=O)NCCCN(C)C)c3ccccc3n2)cc1C | -52
CCCc1cc2c(=O)c(-c3ccccn3)coc2cc1OC | -11&0
CSc1nc(SC)c2c3c([nH]c2n1)CCCC3 | -3
Cc1cc(Cl)ccc1Nc1ncnc2sc3c(c12)CCCC3 | -7
Cc1ccc(C2=CC(c3ccccc3F)n3ncnc3N2)cc1 (centres undefined) | -5
COCCNC(=O)c1cc2c(n(-c3ccc(Cl)cc3)c1=O)CCCC2=O | -4
COCCN1C(=O)C(O)=C(C(=O)c2ccco2)C1c1cccc(Oc2ccccc2)c1 (centres undefined) | -8
CCn1c(SCC(=O)N2CCC(C)CC2)nnc1-c1c[nH]c2ccccc12 | 3
O=C(c1cc(-c2ccc(Br)cc2)on1)N1CCc2ccccc2C1 | 1
CCc1ccccc1NC(=O)C(=O)NC1CCC(C(C)(C)CC)CC1 (centres undefined) | -7
Cc1cc(C)n2nc(SCC3COc4ccccc4O3)nc2n1 (centres undefined) | -6
COc1ccc(CNC(=O)c2ccc3c(c2)N(Cc2cccc(C)c2)C(=O)c2ccccc2S3)cc1 | -16
CCCn1c2c(c(O)c(C(=O)Nc3ccc(C)cn3)c1=O)CCCC2 | -4&-7
COc1ccccc1NC(=O)CSc1nc2ccccc2n1S(=O)(=O)c1ccc(Br)cc1 | -6
CCN(CC)CCC(=O)N1c2ccccc2Sc2ccc(C(F)(F)F)cc21 | 0
Cc1ccc(N=Cc2cc(C)cc(I)c2O)c(O)c1 | -99
COC(=O)c1c(NC(=O)c2c(OC)cccc2OC)sc2c1C(C(=O)OC)CC2 (centres undefined) | -13

Next results follow:
compound | 14-3-3 PPI
O=C(NCc1ccc2c(c1)OCO2)C1CCC(CNS(=O)(=O)c2ccccc2)CC1 (centres undefined) | -2
CC(NC(=O)c1ccc(F)cc1)C(c1cccs1)N1CCN(C)CC1 (centres undefined) | 0
Cc1nc2cc(C(=O)NCCN3CCOCC3)ccc2n1-c1ccc(Br)cc1 | -66
COC(=O)c1c(C)oc2c1cc(NS(=O)(=O)c1ccccc1)c1ccccc12 | -18
COc1ccc(OC)c(C2C3=C(CCCC3=O)N(c3ccc([N+](=O)[O-])cc3)C(=N)/C2=C(/O)c2ccc(C)cc2)c1 (centres undefined) | -5
Cc1ccc(-c2csc(N)n2)cc1C | 2
CC1(C)C(=O)OC(c2ccccc2F)C(C)(C)C1=O (centres undefined) | 11
O=C(NC1CCCCCC1)C1CCCN(S(=O)(=O)c2cnc[nH]2)C1 (centres undefined) | 2
COc1ccc(CCC(=O)Nc2ccc(-c3noc(Cc4ccc(Cl)cc4)n3)cc2)cc1 | -14
Cc1ccc(CN2C(=O)CN(C3CCC(C)CC3)C(=O)C2c2ccc(C)cc2)cc1 (centres undefined) | 3
CN(C1CCCCC1)S(=O)(=O)c1ccc2c(c1)N(CC(=O)N1CCCC1)C(=O)CS2 | -4
Cc1cc(N2CCN(c3ccccc3F)CC2)nc2cc(O)ccc12 | -6
Nc1nc(-c2ccco2)cc(C(F)(F)F)n1 | -5
CCc1ccc(S(=O)(=O)N=C2C=C(Nc3ccccc3)C(=O)c3ccccc32)cc1 | -93
CC1CCc2c(sc(NC(=O)c3ccc(C(C)(C)C)cc3)c2C#N)C1 (centres undefined) | -17
CCOC(=O)c1sc2nc(C)n(CC(=O)N3CCCc4ccccc43)c(=O)c2c1C | -1
O=C1CC(Cc2ccc(Cl)cc2)C(=O)N1c1ccccc1I (centres undefined) | 1
COC(=O)C1=NNC2(C)C(=O)N(c3cccc(C(F)(F)F)c3)C(=O)C12 (centres undefined) | 0
CCc1nc(NCCN(CC)CC)c(C#N)c2c1COC(C)(C)C2 | -1
Cc1ccc(NC(=O)c2cc(S(=O)(=O)N3CCOCC3)ccc2F)c(C)c1 | -4

Some of these compounds in order of molar mass, rising.
compound | 14-3-3 PPI
O=C(NC1CCCCCC1)C1CCCN(S(=O)(=O)c2cnc[nH]2)C1 (centres undefined) | 2
COC(=O)c1c(C)oc2c1cc(NS(=O)(=O)c1ccccc1)c1ccccc12 | -18
Cc1ccc(CN2C(=O)CN(C3CCC(C)CC3)C(=O)C2c2ccc(C)cc2)cc1 (centres undefined) | 3
CN(C1CCCCC1)S(=O)(=O)c1ccc2c(c1)N(CC(=O)N1CCCC1)C(=O)CS2 | -4

The list goes on.
compound | 14-3-3 PPI
CCOC(=O)c1cnn2c(N)c(C#N)nnc12 | -2
CC1CCC(NC(=O)C2C3C=CC4(CN(Cc5ccccc5Cl)C(=O)C24)O3)CC1 (centres undefined) | -6
COC(=O)c1ccc(COc2cc3oc(=O)c4c(c3cc2Cl)CCCC4)o1 | -4
N#Cc1ccc(NC(=O)c2cc3nc(-c4cccs4)cc(C(F)(F)F)n3n2)cc1 | 6
Cn1c(=O)c2cc(S(=O)(=O)N3CCN(c4ccccc4)CC3)ccc2n(C)c1=O | -8
Cc1ccc(NC2=C(CC(=O)O)C(c3ccc(Br)cc3)N(c3ccc(C)cc3)C2=O)cc1 (centres undefined) | 4
CCOC(=O)c1[nH]c(=O)c2ccccc2c1O | 5
CCc1ccc2nc(N3CCC(C(=O)NCCN(CC)CC)CC3)sc2c1 | -7
Cc1cc(Br)ccc1NC(=O)CCN1C(=S)NC(C)(C)CC1C (centres undefined) | -4
O=C(O)c1ccc(O)c(C=Nc2cccc(-c3nc4ccccc4o3)c2)c1 | -123
Cc1ccc(N=Cc2cc(Cl)cc([N+](=O)[O-])c2O)c(C)c1 | -209
O=C(c1ccncc1)N1N=C(c2ccc(Cl)cc2)CC1(O)C(F)(F)F (centres undefined) | -10
O=C(CCCn1c(=O)[nH]c2cc(Cl)ccc2c1=O)NCC1CCCO1 (centres undefined) | -15
Cc1cc(C)c2c(=O)[nH]c(SCC(=O)Nc3ccccc3)nc2n1 | 4&1
COCCn1c(Cc2ccccc2)nnc1SCC(=O)NC(C)C | -5
O=S(=O)(c1cccc(S(=O)(=O)N2CCCC2)c1)c1cccc(S(=O)(=O)N2CCCC2)c1 | 4
O=C(CCCC1=NS(=O)(=O)c2ccccc2N1)N1CCN(c2ccc([N+](=O)[O-])cc2)CC1 | -5
CCN(CC)C(=O)CSc1nc2ccccc2c(=O)n1CCC(=O)NCc1ccc(F)cc1 | -6
Cc1ccc(NS(=O)(=O)c2ccccc2[N+](=O)[O-])c(C)c1 | -22
Nc1ccc(S(=O)(=O)c2cccc([N+](=O)[O-])c2)cc1[N+](=O)[O-] | -7

Next section.
compound | 14-3-3 PPI
CN(C)c1ccc(CNc2nccs2)cc1 | -1
NC(=O)CN(Cc1ccccc1)S(=O)(=O)c1ccc(Br)cc1 | 10
Cc1ccc(-c2cc(-c3cccc(F)c3)n[nH]2)c(O)c1 | 2
CCS(=O)(=O)Nc1ccc(C(=O)OC)cc1 | 4
CN=C1CC(C)(C)CC(=O)/C1=C(/O)CCC(=O)OC | 0
CC1CCCCC1NC1CC(=O)N(c2ccccc2)C1=O (centres undefined) | -8
CCOc1ccc2nc(NCCNC(=O)C3CC3)c(C)cc2c1 | 1
COC(=O)c1c(NC(=O)CSc2nnc3cc(C)c4ccccc4n23)sc2c1CCC(C)C2 (centres undefined) | 6
CCOC(=O)c1cnc2c(Cl)cccc2c1Nc1ccccc1OCC | -9
COc1ccccc1OCc1nc2ccccc2n1Cc1ccccc1 | 2
Cn1c(=O)c2c(nc(-n3ccnc3)n2C)n(C)c1=O | -7
O=C1C(=O)N(c2ccccn2)C(c2cccnc2)/C1=C(\O)c1cccc(Br)c1 (centres undefined) | -6
O=C(NCCN1CCOCC1)c1nn2c(c1Cl)NC(c1ccccc1)CC2C(F)(F)F (centres undefined) | 0&-7
COCC(O)CSc1nc(C)[nH]c1[N+](=O)[O-] (centres undefined) | 0
Cc1ccc(OCC(O)CN2CCN(c3ccccc3)CC2)cc1C (centres undefined) | 1
COc1ccc(Cl)cc1NC(=O)CSc1nnc(COc2ccccc2)n1C | -8
COc1ccccc1NC(=O)C1=C(C)Nc2nnnn2C1c1cccc(C)c1 (centres undefined) | -2
Cc1nc(NC(=O)c2oc3ccccc3c2C)sc1C(=O)N(C)C | -3
CC(C)(C)OC(=O)NCCc1nnc(SCC(N)=O)o1 | 1
COc1ccc(OC)c(NC(=O)c2c(N)sc3c2CCC(C)C3)c1 (centres undefined) | -51

The list continues.
compound | 14-3-3 PPI
Cn1c(=O)c2c(nc(NCc3ccco3)n2Cc2ccccc2F)n(C)c1=O | -10
CCC(C)NC(=O)c1sc2ncnc(N(C)c3ccccc3)c2c1C (centres undefined) | 1
CC(=O)c1cc(C(=O)Nc2ccccc2C(=O)O)oc1C | 9
O=C(Nc1ccc2c(c1)OCCO2)c1ccc(S(=O)(=O)N2CCCCC2)cc1 | 0
CCOC(=O)C1=C(C)Nc2nc(SCc3ccccc3)nn2C1c1ccc(C)cc1 (centres undefined) | -2
Cc1noc(C)c1COC(=O)CCc1nc2ccccc2c(=O)[nH]1 | -9
Cc1c(NC(=O)CSc2nc3ccccc3[nH]2)c(=O)n(-c2ccccc2)n1C | -3
CCOC(=O)CSc1nnnn1-c1cccc2ccccc12 | -9
CN(C)CCNC(=O)C1CCN(S(=O)(=O)N2CCCCC2)CC1 | 2
CN(C)c1nc2n(c(=S)n1)CCS2 | -12
O=C1CC(c2ccc(F)cc2)Cc2nc(N3CCOCC3)ncc21 (centres undefined) | -1
Cc1ccc(Nc2ncnc3sc4c(c23)CCCC4)cc1 | -39
Cn1c2c(c(=O)n(C)c1=O)C(c1ccccc1OC(F)F)C1=C(CCCC1=O)N2 (centres undefined) | -6
COc1cc2c(cc1OC)C(C(=O)NCCN(C)C)C(c1ccccc1F)N(C)C2=O (centres undefined) | -11
CCc1c(O)nc(SCC(=O)Nc2ccc(OC)cc2)n(C2CCCCC2)c1=O | -11&-8
CCOc1ccc(CNC(=O)c2cc3cc4ccc(OC)cc4nc3s2)cc1 | -8
O=C(CCCOc1ccccc1)Nc1nccs1 | -1
CNc1ncnc2c1ncn2[C@H]1C[C@H](OP(=O)(O)O)[C@@H](COP(=O)(O)O)O1 | -1
CC(C)(C)c1ccc(-c2nc3sc4c(c3c(=O)o2)CCC4)cc1 | -3
COc1ccc(C(c2nnnn2Cc2cccs2)N2CCN(c3ccccc3F)CC2)cc1OC (centres undefined) | -3

Other records
compound | 14-3-3 PPI
CCC1Oc2ccccc2N(CC(=O)NCc2ccc(F)cc2)C1=O (centres undefined) | 2
Cc1ccc(O)c(N=C2C(=O)Nc3ccccc32)c1 | 10
Cc1cccc2nc(CSc3nc4cc([N+](=O)[O-])ccc4o3)c(Br)n12 | -5
CCOC(=O)c1ccc(NC(=O)CSc2nnnn2-c2c(C)cc(C)cc2C)cc1 | 1
Cc1cc(C)cc(C2CC(C)(O)CC(c3cc(C)cc(C)c3)S2)c1 (centres undefined) | -21
CC(C)C(=O)Nc1cccc(C(=O)NCc2ccc3c(c2)OCO3)c1 | -4
CCOc1ccc2nc(NC(=O)CN3CCC(n4nnc5cc(F)ccc54)CC3)sc2c1 | -19
O=C(CCn1cnc2ccccc2c1=O)Nc1ccc(S(=O)(=O)N2CCCC2)cc1 | 8
NC(N)=NS(=O)(=O)c1ccc(NC(=O)c2ccco2)cc1 | -3
CCOc1cc(C2C(C(=O)OC(C)CC)=C(C)NC3=C2C(=O)CC(c2ccc(Cl)cc2)C3)ccc1O (centres undefined) | 1
OCCNc1nc2ccccc2n1-c1ccccc1 | -6
Cc1ccc(OCC(=O)Nc2ncc(Cc3ccccc3)s2)cc1 | 2
CC(C)(C)c1ccc(C(=O)Nc2cccc(N=Cc3ccc([N+](=O)[O-])cc3)c2)cc1 | -2
Cc1c(C(=O)O)sc(=S)n1-c1ccc(Cl)cc1 | -7
COc1ccc(C2/C(=C(\O)c3ccccc3)C(=O)C(=O)N2CCN(C)C)c(OC)c1 (centres undefined) | -3
CC(C(=O)NCC1CCCO1)N(C(=O)c1snc(C(N)=O)c1N)c1ccccc1 (centres undefined) | -4
Cc1cc(NC2CCCCC2)nc(-c2ccccc2O)n1 | -3
Cc1c(NC(=O)Cc2c(C(=O)O)[nH]c3ccc(Cl)cc23)cccc1[N+](=O)[O-] | 10
CCNc1nc(Oc2ccc(C(=O)OC)cc2)nc(N(C)C)n1 | 7
O=C(C(NS(=O)(=O)c1cccc2nsnc12)c1ccccc1)N1CCc2ccccc21 (centres undefined) | -10

4 consecutive compounds out of the list so far:
compound | 14-3-3 PPI
CCC1Oc2ccccc2N(CC(=O)NCc2ccc(F)cc2)C1=O (centres undefined) | 2
Cc1ccc(O)c(N=C2C(=O)Nc3ccccc32)c1 | 10
Cc1cccc2nc(CSc3nc4cc([N+](=O)[O-])ccc4o3)c(Br)n12 | -5
CCOC(=O)c1ccc(NC(=O)CSc2nnnn2-c2c(C)cc(C)cc2C)cc1 | 1

Further compounds follow.
compound | 14-3-3 PPI
COC(=O)CCC1(CCC(=O)OC)C(=O)CC(C)(C)CC1=O | -6
COc1ccc(N2CCN(CC(O)COc3cc(C)ccc3C)CC2)cc1 (centres undefined) | -7
CCCN1C2=NCCN2c2ccccc21 | -9
CCOC(=O)c1cc2c(=O)n3ccccc3nc2n(C(C)C)c1=NC(=O)c1ccc2c(c1)OCO2 | -42
CCCn1c(-c2ccc(OC)cc2)nc2ccccc21 | -2&-5
CCOC(=O)CSc1nnc(-c2ccccc2)c(=O)[nH]1 | -12
CCOC(=O)c1cnc2c(-c3ccccc3)cnn2c1N | 3

High-throughput results from PubChem.
